From PubChem
Bfl-1 displacement: Bfl-1 inhibitors, primary screen, biochemical, fluorescence polarization, FITC-Bid, mouse (AID 432); FITC-Bid BH3 peptide fluorescence polarization displacement; higher % means a stronger effect; displacement, % at 20 µM; hits with a dose series show IC50 in µM; actives 0.02% (n = 64,000); in the data active means a potency from the dose series; inactive means the rest, 99 in 100 with displacement below about 15%; further: strong numbers were not always called active
Spn MK inh: blocks S. pneumoniae mevalonate kinase. purified MK, PK/LDH-coupled NADH absorbance 340 nm. inhibition, % at 10 µM. actives 0.48% (n = 65,000);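 active means ranked among the strongest by inhibition in the single 10 µM screen, a fixed top-ranked set picked for dose follow-up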; further: no value below 0 was filed
TNAP inhibition: human TNAP enzyme inhibitors, biochemical, luminescent (AID 518); actives 0.09% (n = 64,000); purified TNAP enzyme, luminescent substrate readout; higher % means a stronger effect; inhibition, % at 20 µM; hits with a dose series show IC50 in µM; in the data active means a potency from the dose series; inactive means the rest, 99 in 100 with inhibition below about 22%;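 further: plate controls were vehicle for no effect and reference inhibitor for full effect; many of its hits are not listed in these tables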
Spn DPM-DC inh: inhibitors of Streptococcus pneumoniae diphosphomevalonate decarboxylase; purified DPM-DC, PK/LDH coupled NADH fluorescence; calls only at 10 µM; actives 0.49% (n = 65,000);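 active means the 320 compounds with the highest percent inhibition in the single-dose primary screen, excluding strongly autofluorescent ones, cut at about 32% in these data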;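 further: kinetic rate of NADH fluorescence loss reporting ADP formed by the decarboxylase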
Spn PMK inh: inhibitors of Streptococcus pneumoniae phosphomevalonate kinase; purified PMK, PK/LDH-coupled NADH absorbance 340 nm; inhibition, % at 10 µM; actives 0.49% (n = 65,000); AID 539;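 active means top-ranked compounds by inhibition in the single 10 µM screen, taking a fixed number of the strongest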;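 further: 0% = full reaction with DMSO carrier and 100% = background rate without enzyme reaction; no value below 0 was filed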
HPDE-C7 viability: cytotoxicity in HPDE-C7 cells, cell-based, fluorescence, HTS (AID 430); HPDE-C7 pancreatic duct cells viability, fluorescence; higher % means a stronger effect; one-dose cytotoxicity, % at 10 µM; EC50 in µM for titrated hits; actives 1.8% (n = 63,000);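 further: cells exposed to compound for 48 hours before viability readout; 0% = vehicle and 100% = reference cytotoxic drug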
KRASV12 cytotoxicity: cytotoxicity in KRAS-transformed pancreatic duct cells, primary screen, cell-based, fluorescence, HTS (AID 431); HPDE-C7K KRASV12 cells, Alamar Blue viability, 48 h; higher % means a stronger effect; one-dose cytotoxicity, % at 10 µM; EC50 in µM for titrated hits; actives 1.7% (n = 63,000);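 active means compounds whose percent cytotoxicity in the single-dose primary screen, scaled between solvent and toxic-drug controls, exceeds 50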;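 further: 0% = DMSO solvent wells and 100% = doxorubicin-treated wells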
HT1080 cytotoxicity: cytotoxicity in HT1080 fibrosarcoma cells, cell-based, fluorescence readout (AID 620); HT1080 viability, fluorescence; higher % means a stronger effect; cytotoxicity, % at 10 µM; hits with a dose series show EC50 in µM; actives 0.42% (n = 87,000);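 further: cells exposed to compound overnight then 4 h with Alamar Blue; 0% = vehicle DMSO and 100% = killing control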
LYP phosphatase: inhibition of human PTPN22 tyrosine phosphatase – biochemical, DiFMUP fluorescence, recombinant catalytic domain, 10 µM, primary screen (AID 606); recombinant LYP catalytic domain, DiFMUP fluorescence; higher % means a stronger effect; inhibition, % at 10 µM; hits with a dose series show IC50 in µM; 52,000 tested, under 10 active;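 active means IC50 under 40 µM in the dose-response test; inactive means IC50 of 40 µM or more, or never dose-tested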
Spn PMK inh pilot replicates: also measured in Spn PMK inh; calls as there; inhibition, %; measured here: pilot screen replicates
Spn MK inh pilot replicates: further read-out of Spn MK inh, marked with its call; inhibition, %; measured here: pilot screen replicates
Spn DPM-DC inh pilot screen %: also measured in Spn DPM-DC inh; calls as there; inhibition, %; measured here: pilot screen trials
* = called active by the depositor; i = inactive; · = not tested or not shown. Unless noted, no stated cut-off is given here; in the data, active means cytotoxicity above about 50%; inactive means the rest.

SMILES	Bfl-1 displacement	Spn MK inh	TNAP inhibition	Spn DPM-DC inh	Spn PMK inh	HPDE-C7 viability	KRASV12 cytotoxicity	HT1080 cytotoxicity	LYP phosphatase	others
O=C(O)c1cccc(N2C(=O)c3cccnc3C2=O)c1	-1.7%	0.0	4.8%	i	13.0	-1.1%	-0.3%	-1.8%	·
COc1ccc(N2C(=O)CC(Sc3nc(C)c4c(n3)CCCC4)C2=O)cc1 (configuration not stated)	-0.3%	14.0	4.7%	i	9.0	-23.5%	-16.6%	2.7%	6.9%
COc1ccc(CCNC2CC(=O)N(CCc3ccc(OC)c(OC)c3)C2=O)cc1OC (configuration not stated)	-8.1%	11.0	5.8%	i	23.0	-3.7%	6.1%	0.1%	15.5%
CC(C)c1nnc(NC(=O)c2ccc(N3C(=O)CCC3=O)cc2)s1	-9.3%	8.0	16.9%	i	14.0	-14.0%	2.5%	-1.6%	19.0%	Spn PMK inh pilot replicates=4.0;Spn MK inh pilot replicates=0.0;Spn DPM-DC inh pilot screen %=0.5
CCOC(=O)c1cccc(NC(=O)C2CCCN(S(=O)(=O)c3c(C)n[nH]c3C)C2)c1 (configuration not stated)	-8.0%	6.0	4.2%	i	16.0	-32.3%	-26.6%	0.3%	·
COc1cccc(C2CC(c3ccccc3Cl)n3nnnc3N2)c1 (configuration not stated)	1.3%	1.0	10.6%	i	7.0	2.4%	3.5%	7.6%	7.8%
Cn1c(NC(=O)c2cccnc2)nc2ccccc21	-1.8%	10.0	1.1%	i	11.0	5.7%	0.4%	8.2%	-6.1%
Cn1cnnc1-c1cccc(NS(=O)(=O)c2ccc(N3CCCC3=O)cc2)c1	·	6.0	·	i	6.0	·	·	-2.1%	·
N#CCCSc1ccccc1NC(=O)c1ccc(S(=O)(=O)N2CCCC2)cc1	-10.3%	10.0	2.3%	i	15.0	-26.3%	-13.8%	2.9%	2.3%
CCc1nc2ccccc2n1CCC(C)C	-0.7%	4.0	12.6%	i	7.0	-10.5%	-8.7%	-18.1%	2.9%
Cc1ccccc1Cn1c(CN2CCN(C(=O)c3ccco3)CC2)nc2c1c(=O)n(C)c(=O)n2C	-0.9%	9.0	-0.4%	i	10.0	-4.5%	-4.5%	-4.8%	2.4%
C=CCc1cc(C)ccc1OCC(O)CN1CCN(c2ccccc2)CC1 (configuration not stated)	-1.5%	27.0	-4.4%	i	23.0	22.9%	15.0%	-3.1%	1.0%
CCCSc1nsc(SCCC)c1C(N)=O	5.5%	2.0	7.1%	i	0.0	-12.4%	-15.7%	-6.4%	-0.5%
CCOC(=O)NC(Nc1nnc(C)s1)(C(=O)OCC)C(F)(F)F (configuration not stated)	-0.1%	7.0	5.5%	i	0.0	-0.9%	6.9%	10.3%	8.5%
COc1cc(C(=O)NCCC2=CCCCC2)cc(OC)c1OC	-2.0%	5.0	2.0%	i	0.0	0.7%	-1.4%	-2.8%	1.6%
COc1ccc(-n2nnc3c(=O)n(CC(=O)OCc4ccccc4)cnc32)cc1	0.1%	4.0	16.3%	i	11.0	1.7%	0.6%	2.6%	0.7%
CCOC(=O)C1C(=O)C(C(=O)OCC)C(c2cccnc2)NC1c1cccnc1 (configuration not stated)	-4.5%	7.0	8.3%	i	5.0	-10.9%	-8.1%	-2.6%	-2.3%
COC(=O)NCc1ccc(S(=O)(=O)N2CCOCC2)cc1	-1.9%	7.0	7.5%	i	0.0	-16.7%	-27.1%	3.8%	5.2%
CCOCCOC(=O)CCSc1n[nH]c(=O)[nH]c1=O	2.1%	0.0	9.5%	i	16.0	-2.2%	4.9%	-2.7%	9.5%
COC(=O)COc1ccc(S(=O)(=O)NC2CCCCCC2)cc1	-1.4%	6.0	2.1%	i	1.0	5.2%	8.0%	1.9%	7.1%

Reprinted at random: 5 entries already listed.
SMILES	Bfl-1 displacement	Spn MK inh	TNAP inhibition	Spn DPM-DC inh	Spn PMK inh	HPDE-C7 viability	KRASV12 cytotoxicity	HT1080 cytotoxicity	LYP phosphatase	others
CCOCCOC(=O)CCSc1n[nH]c(=O)[nH]c1=O	2.1%	0.0	9.5%	i	16.0	-2.2%	4.9%	-2.7%	9.5%
COC(=O)NCc1ccc(S(=O)(=O)N2CCOCC2)cc1	-1.9%	7.0	7.5%	i	0.0	-16.7%	-27.1%	3.8%	5.2%
CC(C)c1nnc(NC(=O)c2ccc(N3C(=O)CCC3=O)cc2)s1	-9.3%	8.0	16.9%	i	14.0	-14.0%	2.5%	-1.6%	19.0%	Spn PMK inh pilot replicates=4.0;Spn MK inh pilot replicates=0.0;Spn DPM-DC inh pilot screen %=0.5
CCCSc1nsc(SCCC)c1C(N)=O	5.5%	2.0	7.1%	i	0.0	-12.4%	-15.7%	-6.4%	-0.5%
CCc1nc2ccccc2n1CCC(C)C	-0.7%	4.0	12.6%	i	7.0	-10.5%	-8.7%	-18.1%	2.9%

Additional results.
SMILES	Bfl-1 displacement	Spn MK inh	TNAP inhibition	Spn DPM-DC inh	Spn PMK inh	HPDE-C7 viability	KRASV12 cytotoxicity	HT1080 cytotoxicity	LYP phosphatase	others
COc1ccc(OC)c2sc(NC(=O)C3CC3)nc12	4.3%	3.0	11.3%	i	1.0	6.3%	2.1%	-2.7%	6.1%
CCc1ccc(N2CC(C(=O)Nc3nccs3)CC2=O)cc1 (configuration not stated)	-6.0%	4.0	10.9%	i	8.0	-0.1%	2.2%	8.4%	·
CCOC(=O)c1c(N)sc2c(O)c(Br)ccc12	6.0%	6.0	6.7%	i	8.0	8.9%	13.7%	1.9%	·
Cc1ccc(NC(=O)C2C3C=CC4(CN(Cc5cccnc5)C(=O)C24)O3)cc1 (configuration not stated)	-8.7%	3.0	12.1%	i	1.0	-5.2%	-3.5%	-1.5%	12.6%
Cc1nnc(NC(=O)CSc2nnc(CCc3nc4ccccc4[nH]3)n2C)s1	-7.0%	0.0	8.2%	i	16.0	-7.8%	1.9%	-14.5%	·
O=C(CSc1nc(O)c(C2CCCCC2)c(=O)[nH]1)NCC1CCCO1 (configuration not stated)	-2.0%	3.0	5.9%	i	5.0	-3.2%	-5.3%	2.4%	·
Cc1cccc(-n2ncc3c(NCCc4ccc(S(N)(=O)=O)cc4)ncnc32)c1	-8.9%	3.0	12.4%	i	5.0	16.3%	9.9%	6.6%	5.2%
COCCNS(=O)(=O)c1cccc2cccnc12	1.2%	3.0	-1.1%	i	5.0	-7.9%	-18.3%	-8.4%	8.3%
CCN(CC)S(=O)(=O)C1CCS(=O)(=O)C1 (configuration not stated)	-2.4%	2.0	5.6%	i	0.0	-11.4%	-2.4%	0.7%	-1.8%
CCC(c1nnnn1C1CCCCC1)N1CCN(C2CCCC2)CC1 (configuration not stated)	3.2%	15.0	4.6%	i	14.0	8.4%	3.5%	-10.0%	9.9%
Cc1cc(C)n2c(SCC(=O)Nc3cc(C)on3)nnc2n1	-12.5%	0.0	9.2%	i	18.0	5.9%	6.8%	0.4%	-6.8%	Spn PMK inh pilot replicates=1.0;Spn MK inh pilot replicates=0.0;Spn DPM-DC inh pilot screen %=3.0
CC(C)NS(=O)(=O)c1ccc(OCC(=O)Nc2ccc3c(c2)OCO3)c(Cl)c1	-6.5%	5.0	13.8%	i	0.0	2.6%	-5.5%	2.3%	0.4%
Nc1nc(COc2ccc3ccccc3c2)cs1	-0.9%	6.0	11.4%	i	3.0	-1.8%	10.3%	8.8%	7.7%
O=C(NC(Cc1ccccc1)C(=O)N1CCN(c2ccccn2)CC1)c1ccco1 (configuration not stated)	-5.0%	15.0	-2.1%	i	2.0	-9.0%	4.4%	4.9%	6.1%
CCOc1ccc(/C(O)=C2/C(=O)C(=O)N(CCCn3ccnc3)C2c2cccs2)cc1Cl (configuration not stated)	4.2%	7.0	17.9%	i	11.0	-2.7%	3.4%	·	·
COc1ccc(OC)c(NC(=O)CN2CCN(C(=O)c3ccco3)CC2)c1	-4.3%	0.0	9.1%	i	9.0	3.3%	4.3%	-8.1%	·
C=CCn1c(SCn2nnc3ccccc3c2=O)nnc1-c1ccc(Cl)cc1	0.7%	0.0	19.2%	i	19.0	-2.9%	-0.4%	-2.1%	4.4%
COc1ccc(OC)c(NC(=O)c2c(NC(=O)CNCc3ccco3)sc3c2CCC3)c1	-3.8%	0.0	0.6%	·	0.0	29.2%	25.4%	-1.7%	9.9%
O=C1N=c2ccccc2=C1c1sc(=S)n(CC2CCCO2)c1O (configuration not stated)	-2.1%	12.0	11.6%	i	0.0	-0.5%	20.6%	2.8%	2.4%
CC(O)CNc1nc2c(c(=O)n(C)c(=O)n2C)n1C/C=C/c1ccccc1 (configuration not stated)	-15.1%	11.0	9.3%	i	10.0	-25.6%	-5.5%	-0.3%	·
CCOC(=O)NCc1ccc(S(=O)(=O)Nc2ccccc2C)cc1	-9.3%	14.0	3.9%	i	13.0	-4.0%	1.6%	-7.6%	·
Cc1cc(C(=O)OCC(=O)NC2CCS(=O)(=O)C2)c(C)n1-c1ccccc1 (configuration not stated)	2.5%	6.0	0.2%	i	20.0	-6.1%	5.4%	-5.1%	5.2%
COc1cccc(N2CCN(C(=O)c3ccc(N4C(=O)NC5CC4(C)Oc4ccccc45)cc3)CC2)c1 (configuration not stated)	-4.9%	3.0	4.7%	i	10.0	-11.6%	-7.8%	1.6%	8.1%
CN(C)C=Nc1nonc1-c1ncn[nH]1	-2.8%	12.0	12.1%	i	7.0	·	·	0.2%	17.2%
Clc1ccc(-c2nnc(-c3ccccc3Cl)o2)cc1	-3.6%	7.0	-5.0%	i	0.0	-5.2%	13.7%	-5.0%	·
Cc1ccc(S(=O)(=O)CCc2nnc(NC(=O)c3ccccn3)s2)cc1	2.2%	0.0	-11.4%	i	6.0	-10.4%	-10.3%	1.5%	3.8%
COc1ccc(C(=O)COc2ccc(NC(C)=O)cc2)cc1	-5.1%	9.0	5.1%	i	10.0	-3.8%	-7.2%	3.1%	13.5%
Cc1ccccc1-c1nc(-c2cccnc2)no1	1.2%	7.0	2.3%	i	11.0	-19.8%	-10.9%	-5.8%	5.0%
O=C1CC(c2ccccc2)n2nc(NC(=O)c3cccnc3)nc2N1 (configuration not stated)	-12.0%	12.0	13.9%	i	10.0	·	·	-0.9%	·
COC(=O)CSc1nnc(-c2ccccc2O)n1-c1ccc(C)cc1	-4.4%	5.0	6.0%	i	·	-16.5%	-7.9%	7.9%	·
COc1ccc(S(=O)(=O)N(CCc2ccccc2)CC(=O)O)cc1OC	-0.2%	3.0	2.8%	i	0.0	3.7%	-1.6%	2.7%	2.4%
CC1=CS/C(=C(/C#N)C(=O)NCc2ccco2)N1c1ccccc1	-2.7%	0.0	7.0%	i	0.0	-8.5%	-20.9%	·	7.5%
O=C(NCCCNC(=O)NC1CCCCC1)NC1CCCCC1	-3.3%	17.0	6.6%	i	8.0	·	·	-3.7%	13.3%
O=C(NCCN1CCN(Cc2ccccc2)CC1)C1CC(=O)N(C2CCCC2)C1 (configuration not stated)	-5.2%	2.0	7.1%	i	13.0	-5.7%	-3.0%	4.3%	2.8%
COc1ccccc1NC(=O)CCSc1nnnn1C	-3.3%	9.0	7.4%	i	1.0	-9.0%	-4.3%	1.0%	0.1%
